Screening results: PubChem BioAssay, several laboratories
Tb MetRS inh: blocks T. brucei methionyl-tRNA synthetase activity. purified T. brucei MetRS, ATP depletion, Kinase-Glo luminescence. inhibition, % at 11.9 µM. hit rate 0.4% among 360,000. AID 624268;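 active means inhibition above a per-plate cutoff of the control wells' mean inhibition plus 3 SD, cut at about 5.5% in these data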;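 further: 0% = DMSO wells median and 100% = median of wells with control inhibitor compound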
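technique = Kinase-Glo luminescence, ATP depletion format | system = purified MetRS (methionyl-tRNA synthetase) enzyme from Trypanosoma brucei | timing = 15 min preincubation, 2 h reaction, all 25 °C | evaluation = percent inhibition versus plate control medians | dosing = single dose, 11.9 µM final nominal, 0.9% final DMSO | also added = substrates ATP, L-methionine and bulk Escherichia coli tRNA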
NadD inh: NadD (S. aureus) enzyme inhibition | purified NadD enzyme, colorimetric absorbance read-out | inhibition, % at 20 µM | hit rate 0.78% among 360,000 | AID 602399; in the data active means inhibition above about 26%; further: some compounds past the cut are filed as inactive
Scp1 inh: Scp-1 (human) phosphatase inhibition; inhibition, % at 20 µM; Recombinant Scp1, phosphopeptide, malachite green phosphate absorbance; Q9GZU7; hit rate 0.88% among 340,000;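 active means inhibition above about 50% at 20 µM, limit read from the data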;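 further: plate controls were DMSO wells with enzyme for no effect and wells lacking enzyme for full effect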
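Test system – truncated SCP-1 phosphatase (76-261aa) · Reagent – Phosphorylated 17-residue peptide substrate · Incubation – 45 min room-temperature reaction, 5 min colour, 30 min stabiliser · Detection – colorimetric phosphate reagent with accelerator and stabiliser, absorbance at 630 nm · Measure – % inhibition at 20 µM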
STEP inh: inhibitors of human striatal-enriched phosphatase STEP | P54829 | recombinant STEP, OMFP fluorogenic substrate, fluorescence | inhibition, % at 20 µM | hit rate 0.25% among 360,000 | AID 588621;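 active means inhibition at 20 µM, scaled per plate between control wells, above about 37%, limit read from the data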;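 further: 0% = DMSO with enzyme and substrate and 100% = substrate only without enzyme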
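Assay system: isolated STEP enzyme / Timing: 20 min at room temperature, dark / Doses: 20 µM, 1% DMSO / Technique: fluorescence intensity, excitation 480 nm, emission 540 nm / Reagent: fluorogenic phosphatase substrate OMFP at 25 µM final / Measure: percent inhibition scaled to no-enzyme and uninhibited-enzyme controls, plate-pattern corrected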
LMPTP block: blocks human LMPTP phosphatase; hit rate 0.22% among 360,000; recombinant LMPTP-A, OMFP fluorogenic substrate, fluorescence intensity; inhibition, % at 20 µM;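 active means compounds that cut the enzyme signal by at least half of the control window in the single-dose screen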;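 further: plate controls were DMSO wells with enzyme plus substrate for no effect and substrate without enzyme for full effect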
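Buffer or medium: Bis-Tris pH 6.0, DTT, detergent; Assay system: LMPTP-A enzyme; Quantity: 0.625 nM enzyme; Detection: endpoint fluorescence intensity; Times: 50 min dark incubation at room temperature; Controls: substrate-only low control, DMSO enzyme-plus-substrate high control; Doses: single 20 µM dose; Read-out: percent inhibition versus substrate-only and uninhibited controls; Reagent: 400 µM OMFP.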
SUMO1 PPI mod: alters human SUMO1 binding to SIM partners. P63165. SUMO1 binding to a labelled peptide, TR-FRET, 1 h. inhibition, % at 20 µM. hit rate 0.33% among 360,000. AID 602429; in the data active means inhibition above about 37%
DNMT1 block: inhibitors of human DNMT1. DNMT1 molecular beacon, Hinp1I cleavage, fluorescence. P26358. inhibition (reported as % activation of signal), % at 10 µM. hit rate 0.83% among 360,000; in the data active means inhibition above about 50%
Target sequence (P26358 504-1616 limits assumed): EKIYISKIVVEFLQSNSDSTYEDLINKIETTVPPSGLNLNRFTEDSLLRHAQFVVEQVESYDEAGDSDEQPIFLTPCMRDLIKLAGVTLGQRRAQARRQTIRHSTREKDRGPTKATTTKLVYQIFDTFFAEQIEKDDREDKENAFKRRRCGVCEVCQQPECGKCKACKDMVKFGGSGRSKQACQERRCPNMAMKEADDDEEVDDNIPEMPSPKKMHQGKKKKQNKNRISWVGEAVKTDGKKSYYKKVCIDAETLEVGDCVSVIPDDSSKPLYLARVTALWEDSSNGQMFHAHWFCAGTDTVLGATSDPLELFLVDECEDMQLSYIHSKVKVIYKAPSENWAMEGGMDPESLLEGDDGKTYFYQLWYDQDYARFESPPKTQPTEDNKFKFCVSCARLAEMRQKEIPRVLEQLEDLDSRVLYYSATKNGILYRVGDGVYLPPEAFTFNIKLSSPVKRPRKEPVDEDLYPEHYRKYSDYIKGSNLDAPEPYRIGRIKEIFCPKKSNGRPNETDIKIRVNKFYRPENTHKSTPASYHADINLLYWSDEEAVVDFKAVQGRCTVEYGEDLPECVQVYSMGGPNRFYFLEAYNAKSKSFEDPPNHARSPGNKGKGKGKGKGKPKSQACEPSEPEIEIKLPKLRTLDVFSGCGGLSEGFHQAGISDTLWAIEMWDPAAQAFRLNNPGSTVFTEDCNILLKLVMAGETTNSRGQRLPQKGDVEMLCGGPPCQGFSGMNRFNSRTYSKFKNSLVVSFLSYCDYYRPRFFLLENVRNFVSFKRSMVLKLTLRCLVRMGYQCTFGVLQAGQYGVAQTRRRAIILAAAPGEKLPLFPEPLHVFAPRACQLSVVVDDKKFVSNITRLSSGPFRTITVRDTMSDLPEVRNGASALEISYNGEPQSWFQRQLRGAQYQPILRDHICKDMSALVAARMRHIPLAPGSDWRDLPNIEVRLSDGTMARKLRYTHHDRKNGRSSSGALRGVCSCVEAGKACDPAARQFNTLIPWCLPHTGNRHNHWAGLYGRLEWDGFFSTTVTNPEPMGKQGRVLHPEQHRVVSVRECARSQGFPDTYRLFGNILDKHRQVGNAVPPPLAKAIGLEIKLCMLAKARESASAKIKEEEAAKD
CSN inh: blocks human CSN-mediated cullin deneddylation; hit rate 0.38% among 360,000; inhibition, % at 12.5 µM; Q92905; Purified CSN, SCF-Nedd8-OG deneddylation, fluorescence polarization; AID 651999;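 active means pattern-corrected inhibition above about 35%, with an unprinted fluorescence ratio check between 0.5 and 1.5, limit read from the data, passing the limit was not always enough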;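 further: 0% = enzyme with substrate and 100% = substrate without enzyme; some results filed as inactive read as strong as hits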
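Detection – fluorescence polarization · System – HEK293T-derived human Csn5 enzyme · Controls – substrate-only high control, full reaction low control · Timing – 90 min, room temperature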
Rpn11 block: blocks the human proteasome subunit Rpn11; hit rate 0.59% among 360,000; O00487; human 26S proteasome, Ub4-pepOG fluorescence polarization; 20S core pre-blocked with epoxomicin; calls only at 20 µM;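 active means inhibition at 20 µM, scaled to each plate's controls, above about 33%, limit read from the data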
PABP1 MLLE inh: blocks PAM2 peptide binding to the PABP1 MLLE domain | GST-MLLE / FITC-PAM2 fluorescence polarization | inhibition, % at 20 µM | hit rate 0.36% among 360,000; in the data active means inhibition above about 35%, passing the limit was not always enough;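 further: plate controls were DMSO wells with GST-MLLE for no effect and wells lacking GST-MLLE protein for full effect; some results filed as inactive read as strong as hits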
* marks the source's active call; other numbers are inactive results; i = inactive; . = not tested or not shown. Outcome played no part in choosing rows; about 3.6% have a hit in one of these screens.

Compound	Tb MetRS inh	NadD inh	Scp1 inh	STEP inh	LMPTP block	SUMO1 PPI mod	DNMT1 block	CSN inh	Rpn11 block	PABP1 MLLE inh
CCCn1c(N)c(N(CCOC)C(=O)c2cc3c(s2)CCC(CC)C3)c(=O)[nH]c1=O (stereo not drawn)	0.0	2	-3	2	-0.7	1	5	-3	i	-26
CC(=O)NC(Cc1ccccc1)C(=O)OCC(=O)c1ccc(Cl)cc1 (stereo not drawn)	-0.7	-2	-8	0	-1.5	-1	1	-7	i	-12
CCCOc1ccc(F)cc1-c1cc(C(=O)NCc2ccc(C(F)(F)F)cc2)[nH]n1	-0.3	0	.	6	3.2	7	-16	-2	i	-1
CCn1c(SCC(=O)Nc2nccc(C)n2)nc2ccccc21	0.4	-4	3	2	-0.1	-3	5	3	i	-19
COc1cc(/C=N/NC(=S)NCc2ccccc2)ccc1OCC#N	0.2	-3	-9	-2	1.1	-2	-8	-5	i	12
Cc1nc(Nc2ccccc2)sc1-c1ccccc1	0.0	-2	2	-2	3.9	-2	-13	-12	i	9
CC(=O)c1ccc(NC(=O)c2ccc(C)c(S(=O)(=O)N3CCOCC3)c2)cc1	-0.2	-5	-10	-2	-0.4	2	0	2	i	0
O=C1C(Cl)=C(Nc2ccccc2O)C(=O)N1CCc1ccccc1	0.5	-2	-5	-2	2.0	-21	-13	9	.	-23
CN(C)CCOC(=O)C12CC3CC(CC(C3)C1)C2	-0.9	-9	-8	-2	-1.8	-1	1	1	i	0
Cc1cc(=O)cc(C)n1-c1ccccc1N	0.3	1	-2	-1	-0.7	-2	-3	-1	i	5
O=C(CSc1nnc(NC2CCCCC2)s1)NC1CCS(=O)(=O)C1 (stereo not drawn)	-1.6	0	3	-1	-1.8	2	2	-3	i	9
Cc1cccc(Oc2ccc(NS(=O)(=O)c3ccc(C)c(C(=O)O)c3)cc2)c1	-0.5	3	-6	-5	-0.9	9	0	3	i	10
Nc1ccn([C@@H]2O[C@H](CO)[C@@H](O)[C@H]2O)c(=O)n1	-0.5	6	-17	0	-2.1	3	0	1	i	-1
CC(=O)N1Cc2ccccc2C(C)CC12CCCC2 (stereo not drawn)	-0.4	-6	-8	2	-2.1	-1	-1	1	i	-3
O=C1/C(=C\c2cccs2)N=C(c2cccs2)N1Nc1ccccc1	-0.4	16	-7	-2	3.1	-15	-3	0	i	-5
COC1(OC)C(/C=C/c2ccc(C)cc2)C(C#N)(C#N)C1(OC)OC (stereo not drawn)	-1.3	-3	-4	2	0.6	-3	-1	1	i	-6
CC1Cc2nc(SCC(=O)Nc3nccs3)n(Cc3ccccc3)c(=O)c2S1 (stereo not drawn)	-0.8	4	-9	3	-0.2	-14	-8	0	i	5
CC1=C(CC(=O)c2ccc(Cl)cc2)C(=O)c2ccccc2C1=O	-1.4	-4	-10	3	1.5	-25	-24	0	i	18
CC(Sc1ccc(Cl)cc1)C(=O)NNC(=O)c1csc(N2CCOCC2)n1 (stereo not drawn)	-0.4	-1	-5	0	-0.1	-2	-3	4	i	-5
OCCC1CN(C/C(Cl)=C/c2ccccc2)CCN1C1CCCC1 (stereo not drawn)	-1.5	-3	9	-2	-0.5	1	1	-5	i	2
Cc1cc(C2C(=O)CC(=O)CC2c2ccccc2)on1 (stereo not drawn)	-1.0	2	-14	1	-0.2	2	0	-4	i	5
COc1cccc(C(O)c2ncc(-c3cccc(C(F)(F)F)c3)[nH]2)c1 (stereo not drawn)	0.2	-6	.	-1	-1.2	2	-2	0	i	6
COc1ccc(NC(=O)CC2C(=O)N(c3ccccc3)C(=O)N2CCc2cccs2)cc1 (stereo not drawn)	32*	-2	1	-2	-1.0	1	-5	2	i	-5
CC1(C(=O)Nc2cccc(NS(C)(=O)=O)c2)Cc2c(-c3ccc(C(N)=O)cc3)ccnc2O1 (stereo not drawn)	-0.2	1	.	0	-2.1	0	2	0	i	2
S=C(Nc1ccc2c(c1)OCO2)Nc1ccccc1Cl	-0.1	-2	-7	1	2.6	-2	-4	-6	i	33
COc1ccc(CNC(=O)COc2ccc(S(=O)(=O)N3CCOCC3)cc2C)cc1	0.0	-1	0	-3	-0.2	7	0	1	i	17
COc1cccc(-n2c(=O)c3sccc3n(CC(=O)NC3CCCC3)c2=O)c1	-0.2	11	-10	1	0.0	-5	0	6	i	0
CCCc1nc2c3ccccc3ccn2c1Cc1cccc(F)c1	-0.4	-1	.	0	4.6	2	1	6	i	-22
Cc1ccc(NC(=S)N(CCN2CCCCC2)Cc2ccco2)cc1Cl	-0.4	-14	-6	5	-1.2	6	0	2	i	-99
COc1ccccc1C(=O)NCCCn1cc(Br)c(C)n1	-1.2	-4	0	-3	-0.4	-2	1	7	i	2
Clc1ccccc1C1=CC(c2ccco2)n2ncnc2N1 (stereo not drawn)	0.2	2	-10	-4	-0.8	-28	1	-9	i	87
C=CCn1c(SCC(=O)Nc2cc(C)on2)nnc1-c1ccccc1OC	-0.3	-10	-2	-3	-0.7	1	2	-3	i	-8
O=C(NCc1ccccc1)C1CCCN(S(=O)(=O)c2cccc3nsnc23)C1 (stereo not drawn)	-0.3	-1	-7	-4	-1.5	-32	1	-2	i	1
O=C(O)c1ccc(NC(=O)c2cccs2)cc1	-1.2	5	-8	4	-2.6	3	0	-3	i	-4
COc1cccc(-n2c(SCC(=O)NCCc3ccccc3)nnc2-c2ccoc2C)c1	-0.2	0	-2	-4	0.0	3	-4	6	i	-11
COc1ccc(CCNC(=O)c2cc3c(=O)n4ccccc4nc3n(CCCN3CCOCC3)c2=N)cc1OC	-0.6	6	-2	10	18	-24	-2	2	i	2
FC(F)(F)c1cnc(/C=C/Nc2ccccc2Cl)c(Cl)c1	0.2	-2	-2	8	1.8	-1	3	0	i	-17
COc1ccc(C(=O)NCCC2=CCCCC2)cc1	0.1	1	-8	1	-2.5	22	3	-8	i	7
Cc1cccc(N2CCN(C(=O)c3ccc(Cl)c(S(=O)(=O)NCc4ccco4)c3)CC2)c1C	-0.7	0	-2	1	0.7	3	7	8	i	5
CN(C)C=NC(=O)c1ccc([N+](=O)[O-])c(CS(=O)(=O)c2ccc(Cl)cc2)c1	-0.8	-9	-3	-3	-0.8	-32	2	-2	i	0
CN(C(=O)CN1CCN(c2cc(-c3ccc(OCc4ccccc4)cc3)ncn2)CC1)c1ccccc1	-0.4	0	.	0	0.4	0	-2	0	i	-6
Cc1nc2ccccc2c(=O)n1NC(=O)CCC(=O)O	0.1	-10	-7	-2	-0.6	1	-1	-7	i	-9
O=C(NNC(=O)C1CC(=O)N(Cc2ccccc2)C1)c1ccc(Br)cc1 (stereo not drawn)	0.0	-2	1	4	-1.1	-1	2	6	i	-3
O=C(NN=Cc1ccc(N2CCOCC2)s1)c1ccc([N+](=O)[O-])cc1	0.8	13	1	5	2.8	-49	-8	3	i	18
CC(=O)OCC(=O)Nc1ccc(Cl)cc1Cl	0.1	0	-4	0	-1.8	3	0	-5	i	12
O=C(O)c1ccc(NC(=O)c2cccc(N3C(=O)C4C5CCC(C5)C4C3=O)c2)cc1 (stereo not drawn)	0.3	-4	-7	3	-1.3	-1	6	-4	i	12
Cc1cc(N2CCN(C3CCCC3)CC2)n2c(nc3ccccc32)c1C#N	-0.2	4	-5	1	0.0	-11	4	4	i	-17
Cc1ccc(S(=O)(=O)NCc2ccc(C(=O)NC3CCC(C)CC3)cc2)cc1 (stereo not drawn)	-0.8	-3	-5	1	-0.3	-2	0	4	i	0
CCN(CC)S(=O)(=O)c1ccc(N(C)Cc2ccc(C(F)(F)F)cc2)nc1	-0.8	5	-4	7	5.2	6	3	0	i	3
O=C(COC(=O)CN1C(=O)C2CCCCC2C1=O)Nc1cc(S(=O)(=O)N2CCOCC2)ccc1Cl (stereo not drawn)	-0.6	-7	-6	-2	-1.9	0	-2	-7	i	-1
O=C(CCOc1ccccc1)Nc1ccc(Br)cc1	3.3	1	-8	0	1.0	0	-1	0	i	-5
O=C(O)C1C=CCC(C(=O)O)C1 (stereo not drawn)	0.0	-5	.	-2	-0.5	-2	98*	3	i	4
Cc1ccc(N(C(=O)c2cnccn2)C(C(=O)NC2CCCCC2)c2ccc(O)cc2)cc1 (stereo not drawn)	0.9	-1	-5	2	-0.6	-2	2	-11	i	-3
O=C(O)/C(=C\c1cccs1)Sc1nnc(-c2ccc(F)cc2)o1	-1.4	-7	-14	-3	0.4	-10	-3	-6	i	13
Cc1cccc(NC(=O)c2nc[nH]c2C(=O)N[C@H](C)CO)c1	-2.5	1	.	-1	-0.6	0	1	5	i	-9
COc1ccccc1/C=N/N1C(=O)C2C3C=CC(CC3)C2C1=O (stereo not drawn)	-0.6	-1	2	-4	0.0	-4	0	-4	i	2
CC(C)c1ccc(NC(=S)Nc2ccc(OC(F)(F)F)cc2)cc1	-1.2	-6	-1	0	0.2	-5	2	-3	i	28
CC(=O)Nc1cccc(-c2csc(NCc3ccco3)n2)c1	0.1	5	-2	1	0.7	-4	-22	2	i	9
Cc1nnc(NC(=O)Cn2nc(C)c3ccccc3c2=O)s1	-0.5	0	-4	1	-0.3	-2	2	1	i	-20
Cc1sc(NC(=O)C2CCCCC2C(=O)O)c(C(N)=O)c1C (stereo not drawn)	0.2	-3	9	-1	-1.5	-5	-2	0	i	6

Record cards, from the list above:
Cc1cccc(NC(=O)c2nc[nH]c2C(=O)N[C@H](C)CO)c1 across the screens: Tb MetRS inh: -2.5; NadD inh: 1; Scp1 inh: .; STEP inh: -1; LMPTP block: -0.6; SUMO1 PPI mod: 0; DNMT1 block: 1; CSN inh: 5; Rpn11 block: i; PABP1 MLLE inh: -9
Cc1ccc(S(=O)(=O)NCc2ccc(C(=O)NC3CCC(C)CC3)cc2)cc1 (stereo not drawn) across the screens: Tb MetRS inh: -0.8; NadD inh: -3; Scp1 inh: -5; STEP inh: 1; LMPTP block: -0.3; SUMO1 PPI mod: -2; DNMT1 block: 0; CSN inh: 4; Rpn11 block: i; PABP1 MLLE inh: 0
